Screening data deposited in PubChem BioAssay by several laboratories.
proKLK7 act = activates the human kallikrein-7 zymogen. activation, % at 7 µM. actives 0.9% (n = 370,000). AID 652039. purified proKLK7, EDANS-DABCYL substrate fluorescence; 100% is mature enzyme control, 0% vehicle. P49862;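 active = activation above the mean of all tested compounds plus 3 SD, computed per campaign excluding outliers beyond control limits, cut at about 13% in these data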
Target sequence (P49862 whole entry, looked up): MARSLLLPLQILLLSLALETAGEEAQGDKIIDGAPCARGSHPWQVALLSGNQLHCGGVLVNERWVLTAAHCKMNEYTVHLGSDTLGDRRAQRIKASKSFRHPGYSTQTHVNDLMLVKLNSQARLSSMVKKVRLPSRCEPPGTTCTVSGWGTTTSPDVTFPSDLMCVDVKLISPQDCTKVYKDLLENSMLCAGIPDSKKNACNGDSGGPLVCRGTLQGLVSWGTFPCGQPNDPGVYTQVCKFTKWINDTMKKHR
sPLA2-III inh = Inhibits HGIII-sPLA2 liposome hydrolysis, primary screen | actives 0.56% (n = 370,000) | Q9NZ20 | QFRET BODIPY PC-A2 liposome hydrolysis, fluorescence | inhibition, % at 12.2 µM;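 active = inhibition above mean plus 3 SD of compounds lying within the high and low control bounds, cut at about 19% in these data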;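 also: 0% = median of test compound wells and 100% = no enzyme DMSO wells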
Target sequence (Q9NZ20 whole entry, looked up): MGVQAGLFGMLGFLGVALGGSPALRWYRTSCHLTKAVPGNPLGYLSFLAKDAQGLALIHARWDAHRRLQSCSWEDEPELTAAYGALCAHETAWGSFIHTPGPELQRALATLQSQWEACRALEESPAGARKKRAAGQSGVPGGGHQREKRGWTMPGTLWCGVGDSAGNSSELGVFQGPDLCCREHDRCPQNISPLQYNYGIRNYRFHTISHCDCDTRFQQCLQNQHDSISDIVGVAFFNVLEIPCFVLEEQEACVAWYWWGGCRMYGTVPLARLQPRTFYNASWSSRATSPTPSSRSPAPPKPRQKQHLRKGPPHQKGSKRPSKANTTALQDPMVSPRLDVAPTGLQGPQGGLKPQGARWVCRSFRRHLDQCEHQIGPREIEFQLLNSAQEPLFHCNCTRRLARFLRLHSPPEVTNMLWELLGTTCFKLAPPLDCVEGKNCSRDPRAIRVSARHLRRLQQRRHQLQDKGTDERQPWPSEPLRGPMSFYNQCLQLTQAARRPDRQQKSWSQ
ASAP1 inh = blocks human ASAP1-stimulated Arf1 GTP hydrolysis; inhibition, % at 16.5 µM; GDP FP detection; actives 0.19% (n = 360,000); Q9ULH1; AID 624377; in the data active = inhibition above about 25%;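 also: 0% = vehicle with enzyme and substrate and 100% = no enzyme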
NR1D1 modulator = Rev-erb alpha (human) modulation; activity, % at 10 µM; actives 0.79% (n = 370,000); AID 1259318; P20393; Rev-erbα–FITC-DNA binding, fluorescence polarization, 90 min;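 active = activity above about 14%, limit read from the data; passing the limit was not always enough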;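 also: 0% = DMSO wells with 35 nM protein and 100% = DMSO wells with 750 nM protein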
ARFGAP1 inh = inhibits rat ARF GTPase activating protein 1; Arfgap1-stimulated ARF1 GTP hydrolysis, GDP FP detection; inhibition, % at 16.5 µM; AID 651572; Q62848; actives 0.26% (n = 360,000);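 active = inhibition above a per-plate limit, mean inhibition of low control wells plus 3 SD, cut at about 25% in these data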;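 also: 0% = DMSO wells with enzyme and 100% = wells lacking Arfgap1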
Target sequence (Q62848 1-136 limits assumed): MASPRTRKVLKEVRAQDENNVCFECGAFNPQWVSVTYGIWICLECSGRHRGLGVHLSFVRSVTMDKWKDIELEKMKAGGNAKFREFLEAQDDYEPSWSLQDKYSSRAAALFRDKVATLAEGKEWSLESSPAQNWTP
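Assay system: purified rat His6-Arfgap1 residues 1-136 (GAP domain); Reagent: human Δ17 ARF1 bound to GTP; Dosing: 16.5 µM single point, 1.26% DMSO; Times: GTP hydrolysis reaction 2 h at 25 °C; Signal: FP, GDP Alexa 633 tracer displaced from anti-GDP antibody, 620/688 nm; Measure: % inhibition from polarization.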
PLCg1 inh = PLC-gamma1 (human) inhibition, primary screen | P19174 | purified PLC-gamma1, fluorogenic substrate, fluorescence | inhibition, % at 12.2 µM | actives 0.84% (n = 370,000); in the data active = inhibition above about 9.5%
PLC-beta3 inh = PLC-beta3 (human) inhibition, primary screen; Q01970; Purified PLC-beta3, fluorogenic substrate, fluorescence; inhibition, % at 12.2 µM; actives 0.18% (n = 370,000); AID 720704; in the data active = inhibition above about 11%;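 also: 0% = median of compound wells on plate and 100% = full blocker control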
Tn7 DDE FP = disrupts Tn7 cyclic peptide binding to fibrin D-Dimer-E complex; P02675; FP displacement of FITC-Tn7 peptide from fibrin DD(E); 0% = median of compound wells per plate; inhibition, % at 8.3 µM; actives 0.13% (n = 370,000); AID 720508;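 active = inhibition above the mean of compounds falling within the control limits plus 3 SD of them, cut at about 14% in these data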;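 also: 0% = plate median of compound wells and 100% = 10 µM Aha-Tn7 peptide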
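Assay system: human fibrin DD(E) protein / Input: 2 µM fibrin DD(E) / Benchmarks: high control of 10 µM Aha-Tn7 peptide / Measured by: fluorescence polarization of the labelled Tn7 tracer / Medium: Tris buffer with calcium and detergent, pH 7.8 / Timing: 10 min compound pre-incubation, 3 h probe incubation at room temperature / Repeats: one replicate per compound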
UHRF1 binding = UHRF1 methyl-DNA binding inhibition; Q96T88; UHRF1 binding to methylated oligo, TR-FRET; inhibition, % at 4.4 µM; actives 0.75% (n = 370,000); in the data active = inhibition above about 21%;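 also: UHRF1 SRA domain binding a hemimethylated CpG hairpin DNA probe; 0% = median of test compound wells and 100% = reference inhibitor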
DDE Tn6 FP inh = DD(E)-Tn6 binding inhibition, primary FP screen; Fibrin DD(E) TRITC-Tn6 fluorescence polarization displacement; actives 0.21% (n = 370,000); P02675; inhibition, % at 8.3 µM; AID 720509;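 active = inhibition above a per-campaign cutoff: mean of compounds within control limits plus 3 SD, cut at about 15% in these data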;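 also: 0% = median of all compound wells on the plate and 100% = blocking peptide control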
Starred values were filed as active, the others as inactive.

Results for COc1ccc(Cn2ccc3ccc(-c4ccc5ccn(C(=O)c6cccc(OC)c6)c5c4)cc32)cc1 ?
proKLK7 act: -19.7; sPLA2-III inh: -9.3; NR1D1 modulator: 37.5*; PLCg1 inh: -34.0; PLC-beta3 inh: -54.8; Tn7 DDE FP: 0.8; UHRF1 binding: -3.7; DDE Tn6 FP inh: -0.3

Results for CCOc1ncccc1C(=O)N(C)CC(=O)Nc1ccc(F)cc1 ?
proKLK7 act: 1.2; sPLA2-III inh: -0.7; ASAP1 inh: 11.1; NR1D1 modulator: -6.9; ARFGAP1 inh: 7.5; PLCg1 inh: 0.8; PLC-beta3 inh: 1.5; Tn7 DDE FP: 9.9; UHRF1 binding: 1.0; DDE Tn6 FP inh: 4.5

Results for CN(C)C(=O)CCCc1nc(-c2ccc(Cl)cc2)no1 ?
proKLK7 act: -0.1; sPLA2-III inh: 9.6; ASAP1 inh: 13.6; NR1D1 modulator: 0.4; ARFGAP1 inh: 3.6; PLCg1 inh: -0.4; PLC-beta3 inh: 1.0; Tn7 DDE FP: 6.2; UHRF1 binding: -1.8; DDE Tn6 FP inh: -3.9

How did CCCc1cc(=O)[nH]c(SCC(=O)c2cc(C)n(CC(F)(F)F)c2C)n1 do in these assays?
proKLK7 act: -0.2; sPLA2-III inh: -14.4; ASAP1 inh: -7.4; NR1D1 modulator: -4.1; ARFGAP1 inh: -0.4; PLCg1 inh: -1.2; PLC-beta3 inh: -6.2; Tn7 DDE FP: 7.6; UHRF1 binding: -1.0; DDE Tn6 FP inh: -8.6

Results for COc1ccc(CNc2ncc(-c3ccccc3)n2C)cc1 ?
proKLK7 act: -0.3; sPLA2-III inh: 6.7; ASAP1 inh: -9.9; NR1D1 modulator: -4.9; ARFGAP1 inh: 7.4; PLCg1 inh: -2.6; PLC-beta3 inh: -8.8; Tn7 DDE FP: 6.3; UHRF1 binding: -0.4; DDE Tn6 FP inh: 7.4

How did Cc1cc(Cl)c(S(=O)(=O)NCc2cccnc2)cc1OCC(=O)NC1CCCCC1 do in these assays?
proKLK7 act: 0.5; sPLA2-III inh: -3.4; ASAP1 inh: 2.0; NR1D1 modulator: -1.9; ARFGAP1 inh: -17.6; PLCg1 inh: -4.0; PLC-beta3 inh: -1.7; Tn7 DDE FP: 9.9; UHRF1 binding: 3.1; DDE Tn6 FP inh: 5.0

How did O=C(O)c1ccccc1C(=O)NCCc1c(C(=O)O)[nH]c2ccc(F)cc12 do in these assays?
proKLK7 act: 0.2; sPLA2-III inh: 5.3; ASAP1 inh: -1.5; NR1D1 modulator: 3.1; ARFGAP1 inh: 2.6; PLCg1 inh: 3.1; PLC-beta3 inh: -3.6; Tn7 DDE FP: 2.7; UHRF1 binding: -0.2; DDE Tn6 FP inh: -8.5

How did C#CCN1CC(COc2ccccc2)Oc2cccc(Oc3ccc(OC)cc3)c2S1(=O)=O (centres undefined) do in these assays?
proKLK7 act: 0.3; sPLA2-III inh: 1.4; ASAP1 inh: 8.6; NR1D1 modulator: 6.1; ARFGAP1 inh: 6.7; PLCg1 inh: -7.3; PLC-beta3 inh: -4.7; Tn7 DDE FP: 14.2*; UHRF1 binding: -1.2; DDE Tn6 FP inh: -2.7

Results for Cc1ccc(C(=O)NC(=S)Nc2ccc(S(=O)(=O)N(C)c3ccccc3)cc2)cc1 ?
proKLK7 act: 0.1; sPLA2-III inh: 11.4; ASAP1 inh: 2.1; NR1D1 modulator: -1.3; ARFGAP1 inh: -1.8; PLCg1 inh: -4.1; PLC-beta3 inh: -0.9; Tn7 DDE FP: 6.8; UHRF1 binding: 0.7; DDE Tn6 FP inh: -1.4

What do the screens show for `c1ccc(CSc2ncnc3c2cnn3Cc2ccccc2)cc1`?
proKLK7 act: 0.3; sPLA2-III inh: -5.0; ASAP1 inh: -9.7; NR1D1 modulator: 2.1; ARFGAP1 inh: -3.4; PLCg1 inh: 3.9; PLC-beta3 inh: -2.9; Tn7 DDE FP: 4.2; UHRF1 binding: 9.9; DDE Tn6 FP inh: 2.6

Results for Cc1ccc(S(=O)(=O)N2CC=C(c3ccc(F)cc3)CC2)cc1 ?
proKLK7 act: 0.2; sPLA2-III inh: -7.7; ASAP1 inh: -2.5; NR1D1 modulator: 1.1; ARFGAP1 inh: 0.4; PLCg1 inh: 6.9; PLC-beta3 inh: 0.1; Tn7 DDE FP: -1.9; UHRF1 binding: 3.0; DDE Tn6 FP inh: -2.9

How did CSc1nc(NS(=O)(=O)c2ccc(F)cc2F)nn1C do in these assays?
proKLK7 act: -0.2; sPLA2-III inh: 3.8; ASAP1 inh: -6.1; NR1D1 modulator: -2.9; ARFGAP1 inh: 13.3; PLCg1 inh: -3.5; PLC-beta3 inh: -3.6; Tn7 DDE FP: 0.6; UHRF1 binding: 0.9; DDE Tn6 FP inh: -3.7

What do the screens show for `NS(=O)(=O)c1ccc(N/C=C\C(=O)c2ccc3ccccc3c2)cc1`?
proKLK7 act: -1.8; sPLA2-III inh: -11.4; ASAP1 inh: 5.4; NR1D1 modulator: -7.6; ARFGAP1 inh: 5.4; PLCg1 inh: -18.8; PLC-beta3 inh: -25.5; Tn7 DDE FP: -8.9; UHRF1 binding: 21.9*; DDE Tn6 FP inh: 1.8

What do the screens show for `CC(C)CC(NS(=O)(=O)c1ccc2[nH]c(=O)c(=O)[nH]c2c1)C(=O)O` (centres undefined)?
proKLK7 act: -2.0; sPLA2-III inh: 8.7; ASAP1 inh: 2.7; NR1D1 modulator: 0.8; ARFGAP1 inh: 0.3; PLCg1 inh: -6.7; PLC-beta3 inh: -8.2; Tn7 DDE FP: 6.3; UHRF1 binding: 2.1; DDE Tn6 FP inh: 1.7

How did Cc1ccc(/C=N/n2cnc3sc(-c4ccccc4)cc3c2=O)o1 do in these assays?
proKLK7 act: -0.7; sPLA2-III inh: -2.4; ASAP1 inh: 6.7; NR1D1 modulator: -2.4; ARFGAP1 inh: -3.2; PLCg1 inh: 1.8; PLC-beta3 inh: 1.4; Tn7 DDE FP: -2.3; UHRF1 binding: -6.5; DDE Tn6 FP inh: 2.5

Results for Nc1cc(Cl)ccc1C(=O)OCC(=O)N1CCCCCC1 ?
proKLK7 act: 4.5; sPLA2-III inh: -2.3; ASAP1 inh: 11.0; NR1D1 modulator: 3.3; ARFGAP1 inh: 3.5; PLCg1 inh: -125.7; PLC-beta3 inh: -132.3; Tn7 DDE FP: 1.6; UHRF1 binding: 0.1; DDE Tn6 FP inh: 4.0

Results for O=C(NCCCN1CCOCC1)c1cc(C(=O)C2CCCCC2)c[nH]1 ?
proKLK7 act: 0.3; sPLA2-III inh: 3.1; ASAP1 inh: -6.4; NR1D1 modulator: -5.7; ARFGAP1 inh: 12.0; PLCg1 inh: 2.0; PLC-beta3 inh: -2.5; Tn7 DDE FP: -1.5; UHRF1 binding: -1.2; DDE Tn6 FP inh: 3.7

What do the screens show for `Cc1ccc(NC(=O)NC(=O)COC(=O)c2ccc(O)cc2O)c(C)c1`?
proKLK7 act: 0.3; sPLA2-III inh: -22.4; ASAP1 inh: 7.4; NR1D1 modulator: 5.3; ARFGAP1 inh: -5.2; PLCg1 inh: -1.6; PLC-beta3 inh: -3.2; Tn7 DDE FP: 3.4; UHRF1 binding: 1.5; DDE Tn6 FP inh: -2.8

What do the screens show for `CN1CCN(C(=O)CCc2nnc3ccc(N4CCC5(CC4)OCCO5)nn23)CC1`?
proKLK7 act: 0.2; sPLA2-III inh: 4.5; ASAP1 inh: 0.2; NR1D1 modulator: 0.6; ARFGAP1 inh: -14.9; PLCg1 inh: -1.2; PLC-beta3 inh: -7.4; Tn7 DDE FP: -4.6; UHRF1 binding: -1.4; DDE Tn6 FP inh: 2.3

What do the screens show for `CCC(=O)C1CCCN(C(=O)c2ccc(OC)c(OC3CCN(C(C)=O)CC3)c2)C1` (centres undefined)?
proKLK7 act: 0.1; sPLA2-III inh: -2.8; ASAP1 inh: 2.3; NR1D1 modulator: 4.1; ARFGAP1 inh: 6.9; PLCg1 inh: -0.5; PLC-beta3 inh: -5.7; Tn7 DDE FP: -7.8; UHRF1 binding: -0.7; DDE Tn6 FP inh: 1.2

What do the screens show for `Cc1ccc(C)c(NC(=S)N(C2CCCCC2)C(C)c2cccnc2)c1` (centres undefined)?
proKLK7 act: -0.1; sPLA2-III inh: 3.7; ASAP1 inh: -2.5; NR1D1 modulator: -2.0; ARFGAP1 inh: -3.9; PLCg1 inh: -0.7; PLC-beta3 inh: -1.9; Tn7 DDE FP: 1.8; UHRF1 binding: -2.4; DDE Tn6 FP inh: -0.1

Results for CC12CCC(C/C1=N\OC(=O)c1c(F)cccc1F)C2(C)C (centres undefined) ?
proKLK7 act: -0.1; sPLA2-III inh: 0.5; ASAP1 inh: -4.9; NR1D1 modulator: 4.7; ARFGAP1 inh: -5.5; PLCg1 inh: 2.1; PLC-beta3 inh: -4.2; Tn7 DDE FP: 11.5; UHRF1 binding: -1.0; DDE Tn6 FP inh: -0.9

What do the screens show for `O=C1Nc2ccccc2C1(O)Cc1ccccn1` (centres undefined)?
proKLK7 act: 0.5; sPLA2-III inh: 4.1; ASAP1 inh: -2.7; NR1D1 modulator: -8.7; ARFGAP1 inh: 5.4; PLCg1 inh: -2.3; PLC-beta3 inh: -8.0; Tn7 DDE FP: -1.9; UHRF1 binding: 1.5; DDE Tn6 FP inh: -1.0

Results for CCCC1S/C(=N/N=C/c2ccc(C)cc2)N(Cc2ccc(OC)cc2)C1=O (centres undefined) ?
proKLK7 act: 0.3; sPLA2-III inh: 0.3; ASAP1 inh: 4.2; NR1D1 modulator: -0.4; ARFGAP1 inh: -1.7; PLCg1 inh: -2.7; PLC-beta3 inh: 1.0; Tn7 DDE FP: -7.2; UHRF1 binding: -3.2; DDE Tn6 FP inh: 1.9

How did CC(SCC(=O)Nc1ccccc1Br)c1nc2ccccc2c(=O)[nH]1 (centres undefined) do in these assays?
proKLK7 act: -0.2; sPLA2-III inh: -1.3; ASAP1 inh: -1.5; NR1D1 modulator: 7.0; ARFGAP1 inh: 0.0; PLCg1 inh: -2.1; PLC-beta3 inh: 0.7; Tn7 DDE FP: -0.4; UHRF1 binding: -0.3; DDE Tn6 FP inh: 4.1

What do the screens show for `COc1ccc(CN2CCN(c3ccc(F)cc3)CC2)c(OC)c1OC`?
proKLK7 act: -0.4; sPLA2-III inh: 5.5; ASAP1 inh: -10.6; NR1D1 modulator: -5.3; ARFGAP1 inh: 7.6; PLCg1 inh: -1.0; PLC-beta3 inh: -0.6; Tn7 DDE FP: 0.7; UHRF1 binding: 3.5; DDE Tn6 FP inh: 3.9

How did Cc1ccc(C(=O)Nc2cccnc2)cc1C do in these assays?
proKLK7 act: 0.8; sPLA2-III inh: 2.5; ASAP1 inh: 1.0; NR1D1 modulator: -2.8; ARFGAP1 inh: 3.8; PLCg1 inh: 1.8; PLC-beta3 inh: 2.0; Tn7 DDE FP: -8.3; UHRF1 binding: 0.0; DDE Tn6 FP inh: 1.4
